# ATG4B inh: ATG4B protease inhibitors, primary screen, biochemical, fluorescence, uHTS. inhibition, % at 8.33 µM. ATG4B cleavage of LC3-PLA2, NBD-HPC fluorescence, 1 h. 340,000 compounds, 0.51% hits. Cysteine protease ATG4B (Homo sapiens), Q9Y4P1. AID 504462, 2011; in the data active means inhibition above about 40%
# Target sequence (Q9Y4P1 whole entry, looked up): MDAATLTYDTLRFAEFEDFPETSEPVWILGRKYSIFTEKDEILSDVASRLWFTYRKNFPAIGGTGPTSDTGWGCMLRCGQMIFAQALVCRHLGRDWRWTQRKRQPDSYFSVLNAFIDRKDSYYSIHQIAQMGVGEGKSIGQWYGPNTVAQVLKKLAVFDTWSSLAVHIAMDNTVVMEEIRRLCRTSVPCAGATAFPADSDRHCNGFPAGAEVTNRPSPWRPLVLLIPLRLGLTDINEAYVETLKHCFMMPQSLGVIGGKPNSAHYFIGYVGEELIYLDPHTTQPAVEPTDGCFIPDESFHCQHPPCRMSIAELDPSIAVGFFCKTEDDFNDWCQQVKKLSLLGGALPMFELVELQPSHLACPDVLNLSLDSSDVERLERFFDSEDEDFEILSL
# tim10-1 inh: growth inhibitors of tim10-1 mutant yeast, primary screen, luminescence, uHTS; S. cerevisiae tim10-1 ts strain growth, BacTiter-Glo, 24 h; inhibition, % at 20 µM; 330,000 compounds, 2.2% hits;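 active means inhibition of at least 40%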;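 further: mutant grown at 25 °C; 0% = DMSO wells with yeast and 100% = wells holding no yeast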
# mIAP act: activators of mouse IAP, primary screen, biochemical, luminescence, uHTS | muIAP, CDP-Star luminescence, 30 min; stronger effect = higher value; 1 = vehicle-only enzyme signal, 0 = enzyme-free wells | 330,000 compounds, 0.24% hits | intestinal alkaline phosphatase [Mus musculus] | activation factor at 10 µM;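 active means activation factor of at least 2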; further: the source names both 10 and 20 µM as test concentration; values of inactives mirror those of a sister screen read the other way
#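 Assay system: mouse IAP enzyme; reagent: chemiluminescent substrate CDP-Star; dosing: test compounds delivered from DMSO solution; schedule: 30 min at room temperature; measured by: luminescence from enzymatic CDP-Star hydrolysis; controls: DMSO-only wells and no-enzyme negative control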
# Apaf1 inhib: inhibitors of human Apaf-1 apoptosome, primary screen, biochemical, DEVD-Rh110 fluorescence, uHTS; Apoptotic protease-activating factor 1 (Homo sapiens), O14727; reconstituted apoptosome caspase-3 activity; inhibition, % at 20 µM; 330,000 compounds, 0.71% hits; active means inhibition of at least 40% at 20 µM;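 further: plate controls were DMSO wells for no effect and DEVD-CHO caspase inhibitor wells for full effect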
#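 System: Apoptosome proteins | Medium: Hepes pH 7.5 with detergent and BSA | Also added: Cytochrome c trigger plus (Z-DEVD)2-Rh110 caspase-3 substrate | Incubation: 30 min compound preincubation, 50 min activation, room temperature | Detection: Rhodamine 110 fluorescence at Ex 480/Em 540 nm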
# mIAP block: inhibitors of mouse IAP, primary screen, biochemical, luminescence, uHTS. purified mouse IAP, CDP-Star luminescence, 30 min. inhibition, % at 10 µM. 330,000 compounds, 0.2% hits;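 active means inhibition of at least 40% at 10 µM in the primary screen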;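 further: plate controls were DMSO with enzyme for no effect and no enzyme wells for full effect; values of inactives mirror those of a sister screen read the other way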
# TIM10 inh: growth inhibitors of isogenic TIM10 control yeast, primary screen, counter-screen for tim10-1 yeast inhibitor project, luminescence, uHTS | AID 463195, 2010 | 330,000 compounds, 1.4% hits | inhibition, % at 10 µM | S. cerevisiae TIM10 strain growth, BacTiter-Glo luminescence, 24 h;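 active means inhibition of 40% or more at the single tested concentration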;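 further: wild-type TIM10 isogenic control strain grown at permissive 25 °C; 0% = DMSO yeast wells and 100% = minimal medium wells without yeast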
# NLRP3 yeast inh: NALP3 inflammasome inhibitors in reconstituted yeast, primary screen, luminescence, uHTS. Yeast reconstituted NLRP3/ASC/caspase-1, beta-gal luminescence, 24 h. 330,000 compounds, 0.39% hits. inhibition, % at 10 µM. AID 2825, 2010;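 active means inhibition of 50% or more; inactive means inhibition below 50%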;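 further: plate controls were induced DMSO wells for no effect and uninduced yeast grown without galactose for full effect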
# hIAP activ: human IAP activators, primary screen, biochemical, luminescence, uHTS; 330,000 compounds, 0.16% hits; AID 2524, 2010; Intestinal-type alkaline phosphatase (Homo sapiens), P09923; activation factor at 10 µM; purified human IAP, CDP-Star luminescence, 30 min; stronger effect = higher value; 1 = vehicle-only enzyme, 0 = enzyme-free background;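 active means activation factor of the enzyme at least 2-fold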; further: the source names both 10 and 20 µM as test concentration; values of inactives mirror those of a sister screen read the other way
# Target sequence (P09923 whole entry, looked up): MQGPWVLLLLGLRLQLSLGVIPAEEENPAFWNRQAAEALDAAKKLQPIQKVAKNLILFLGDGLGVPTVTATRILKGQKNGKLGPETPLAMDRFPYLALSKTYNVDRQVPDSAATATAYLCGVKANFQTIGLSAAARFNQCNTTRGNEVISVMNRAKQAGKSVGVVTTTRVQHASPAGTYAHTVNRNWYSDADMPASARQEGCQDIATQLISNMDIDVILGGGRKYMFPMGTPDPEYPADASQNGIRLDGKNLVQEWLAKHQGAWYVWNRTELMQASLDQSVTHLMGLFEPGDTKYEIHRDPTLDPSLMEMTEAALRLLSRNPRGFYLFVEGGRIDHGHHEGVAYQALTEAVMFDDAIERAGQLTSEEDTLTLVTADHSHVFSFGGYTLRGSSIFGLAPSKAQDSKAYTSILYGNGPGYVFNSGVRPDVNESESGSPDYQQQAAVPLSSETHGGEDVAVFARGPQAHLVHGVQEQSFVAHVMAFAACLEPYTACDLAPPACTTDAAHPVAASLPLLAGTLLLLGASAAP
# hIAP inh: human IAP inhibitors, primary screen, biochemical, luminescence, uHTS; Intestinal-type alkaline phosphatase (Homo sapiens), P09923; purified IAP, CDP-Star luminescence, 30 min; inhibition, % at 10 µM; 330,000 compounds, 0.12% hits; AID 2544, 2010;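 active means inhibition reaching a set limit with compound at 10 µM in the primary screen, cut at about 35% in these data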;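 further: plate controls were DMSO wells with enzyme for no effect and no-enzyme buffer wells for full effect; values of inactives mirror those of a sister screen read the other way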
# Active calls of the source: *; . = no result given.
SMILES,ATG4B inh,tim10-1 inh,mIAP act,Apaf1 inhib,mIAP block,TIM10 inh,NLRP3 yeast inh,hIAP activ,hIAP inh
CCC1Oc2ccc(C)cc2N(CC(=O)NCc2cccc(OC)c2)C1=O (centres undefined),2.3,-11.3,1.09,15.0,-8.8,-2.8,9.5,1.11,-10.7
O=C(Nc1ccncc1)c1cccc(S(=O)(=O)N2CCCC2)c1,2.2,4.3,0.892,-4.9,10.8,-0.3,-1.7,1.18,-18.0
COc1ccc(CN(C)S(=O)(=O)c2nnc(NC(=O)c3cccc(F)c3)s2)cc1,-1.0,23.8,0.902,5.1,9.8,8.0,11.0,0.971,2.9
COC(=O)c1ccc2c(C(C)(C)O)c(C(C)(C)O)[nH]c2c1,.,12.6,0.964,-2.3,3.6,4.6,13.2,0.908,9.2
Cc1ccc(C(=O)NC2CCN(C(=O)Nc3ccccc3Cl)CC2)cc1,11.5,-3.4,0.94,-2.9,6.0,-6.4,6.5,1.03,-3.0
Clc1ccc(OCc2nnc(SCc3nc4ccccc4[nH]3)n2Cc2ccco2)cc1,-7.1,21.8,1.01,30.1,-0.6,14.8,-5.0,1.06,-6.5
O=[N+]([O-])c1ccccc1/C=N\N1CCN(Cc2ccccc2Cl)CC1,2.6,12.4,0.853,13.6,14.7,14.7,29.0,0.967,3.3
Cc1ccc(C)c(CN2CCC(CNC(=O)CCc3nnc4ccc(N5CCC(C)CC5)nn34)CC2)c1,-1.5,24.5,1.03,-0.4,-3.3,-4.8,11.0,0.932,6.8
c1ccc(-c2cn(CC3CCCCC3)nn2)cc1,6.7,5.9,1.08,15.0,-7.7,-13.8,26.5,0.959,4.1
O=C(CN1C(=O)c2ccccc2S1(=O)=O)Nc1ccc([N+](=O)[O-])cc1,2.0,-14.4,0.932,4.3,6.8,5.7,8.9,1.02,-1.9
Cc1ccc(C(=O)COC(=O)[C@@H](NC(=O)c2ccco2)C(C)C)s1,0.4,9.5,0.896,-2.1,10.4,0.4,-10.4,0.963,3.7
COc1ccc(-c2nc(NC(=O)CSc3nnc(C)s3)ns2)cc1,-12.4,-8.0,0.952,1.7,4.8,-2.2,12.7,1.34,-33.8
CCOC(=O)N1CCN(C(=O)COC(=O)c2ccc(S(=O)(=O)N(CC)CC)cc2)CC1,-8.5,4.8,1.01,0.2,-0.7,9.2,16.1,0.995,0.5
CC(=O)N(CCC(c1ccccc1)c1ccco1)Cc1cccs1 (centres undefined),1.9,14.8,1.01,5.5,-0.8,2.4,-4.3,1.12,-11.9
CCC(C)N(C(=O)COc1ccc(Br)cc1C=O)C1CCS(=O)(=O)C1 (centres undefined),42.2*,12.9,0.992,4.9,0.8,7.0,-5.8,1.02,-2.3
O=C(CSC(=S)N1CCCC1)Nc1ccc(Br)cc1Cl,5.7,7.0,0.94,24.6,6.0,2.6,38.0,0.936,6.4
COc1ccc(-c2nc(N)ncc2-c2ccccc2)c(O)c1,-15.6,11.6,1.02,7.6,-2.0,21.0,33.1,0.942,5.8
CCn1c(/C=C/c2ccc(O)cc2)nc2ccccc2c1=O,-4.8,12.0,1.04,1.6,-3.8,2.1,16.4,0.956,4.4
COCCN(C(=O)C1CCCO1)c1c(N)n(CC(C)C)c(=O)[nH]c1=O (centres undefined),-5.5,9.1,0.835,-5.0,16.5,-2.7,-0.2,0.994,0.6
Cc1ccccc1NC(=O)c1nn(C)c2c1CS(=O)(=O)c1ccccc1-2,4.8,0.3,0.874,1.5,12.6,5.8,27.0,0.776,22.4
CCC(C)N1C(=O)S/C(=C/c2ccc3c(c2)n(C)c(=O)n3C)C1=O (centres undefined),2.0,29.2,0.987,11.7,1.3,12.6,9.1,0.924,7.6
COc1ccccc1NC(=O)C(=O)NCc1ccncc1,-0.4,8.6,0.979,-14.4,2.1,7.1,9.2,1.06,-6.3
O=C1N=C(N2C=CC(=C3C=CNC=C3)C=C2)/C(=C/N=NC(=O)c2ccccc2O)S1,-2.6,1.9,0.765,2.3,23.5,4.8,18.3,1.05,-5.1
COc1ccccc1NC(=O)c1ccc(Br)c(S(=O)(=O)N2CCCC2)c1,-14.3,34.1,1.05,12.2,-5.0,9.9,-38.6,1.09,-8.9
CC(OC(=O)CN1C(=O)C2CCCCC2C1=O)C(=O)Nc1ncc(Cl)cc1Cl (centres undefined),5.9,21.9,1.07,-13.9,-6.8,-13.9,-12.5,0.991,0.9

# ATG4B inh: hit marks shown above.
structure | ATG4B inh | mIAP act | mIAP block | NLRP3 yeast inh | hIAP activ | hIAP inh
CCC(C)N(C(=O)COc1ccc(Br)cc1C=O)C1CCS(=O)(=O)C1 (centres undefined) | 42.2* | 0.992 | 0.8 | -5.8 | 1.02 | -2.3

# The list goes on:
SMILES,ATG4B inh,tim10-1 inh,mIAP act,Apaf1 inhib,mIAP block,TIM10 inh,NLRP3 yeast inh,hIAP activ,hIAP inh
CC1Cc2ccccc2N1CC(=O)c1c(N)n(Cc2ccccc2)c(=O)n(C)c1=O (centres undefined),-9.7,18.0,0.936,1.9,6.4,13.5,3.1,1,-0.1
CCOCCCNC(=O)C(c1ccc(C)cc1)N(Cc1ccc2c(c1)OCO2)C(=O)CNC(C)=O (centres undefined),-8.1,21.3,1.05,-1.0,-4.6,-12.2,9.4,1.06,-5.6
C=CCn1c(SCc2ccc(C(=O)Nc3nccs3)cc2)nnc1-c1ccc(C)c(Cl)c1,-1.1,27.5,0.917,26.4,8.3,31.2,14.9,0.786,21.4
COc1ccccc1CNC(=O)CN(C)CC(=O)Nc1cccc(F)c1,-8.2,21.7,1.02,0.4,-1.9,5.9,-2.1,0.911,8.9
CCOC(=O)N1CCN(Cc2ccc(F)cc2F)CC1,-3.0,-7.0,0.942,-1.3,5.8,0.7,23.0,0.898,10.2
COc1ccc(CCNC(=O)CN(CCc2ccccc2)S(C)(=O)=O)cc1,-11.0,13.7,1.05,7.1,-4.9,-11.7,7.9,1,-0.3
Cc1ccc(CSc2nccc(-c3c(C)nc4ccccn34)n2)cc1,-1.9,8.0,0.971,-7.3,2.9,18.2,7.6,0.896,10.4
Cn1c(=O)c2c(SCC(=O)N3CCCc4ccccc43)nc(C3CC3)nc2n(C)c1=O,-7.0,-0.2,0.862,27.4,13.8,11.5,6.4,0.883,11.7
Cc1nc2ccccc2n1CC(=O)OCC(=O)NCc1ccccc1,-2.7,-6.9,1.14,-11.0,-14.2,-19.5,1.3,1.08,-8.5
CCc1cc2c(SCC(=O)c3ccc(Cl)s3)ncnc2s1,-5.6,1.8,0.951,-23.8,4.9,1.7,20.0,1.03,-2.6
COc1ccc2[nH]c(=O)c(CN(CCO)C(=O)c3ccccc3F)cc2c1,-6.9,-6.3,1.01,-4.5,-1.4,-9.7,-6.9,1,-0.2
CCOc1ccc2nc(NC(=O)C3CCN(C(=O)c4ccco4)CC3)sc2c1,0.9,-2.4,0.95,13.6,5.0,8.6,22.1,1.04,-4.1
COc1nc2c(s1)C(=O)NCCC2,-4.6,-9.3,0.922,-19.6,7.8,-0.8,6.8,1.19,-19.0
COc1ccc(/C=C/C(=O)Nc2cccc(F)c2)cc1S(=O)(=O)N1CCOCC1,-15.6,7.3,1.01,0.6,-1.1,20.0,3.9,0.999,0.1
C=CCNCCCOc1ccc(C)cc1Br,1.3,13.2,1.11,-39.0,-11.2,-7.7,21.2,1.2,-19.9
CC(CCc1ccccc1)NC(=O)[C@@H]1Cc2ccccc2CN1 (some centres undefined),5.0,6.0,0.98,1.8,2.0,7.1,21.7,0.981,1.9
Cc1ccc(-n2nc(-c3ccco3)cc2C(=O)NCc2cccnc2)cc1,9.5,35.6,1.01,24.9,-1.5,12.6,8.2,0.962,3.8
CCOC(=O)C1(C)NC(c2ccc(OC)c(OC)c2)C2C(=O)N(CC)C(=O)C21 (centres undefined),-8.0,7.0,1.01,3.5,-1.4,-17.1,6.2,1.01,-0.8
Cc1cc(C)c2c(N)c(C(=O)N3CCc4ccccc4C3)sc2n1,-4.8,20.5,0.884,7.7,11.6,27.2,12.4,1.03,-3.3
COc1ccc(COCC(O)CN2CCOCC2)cc1OC (centres undefined),-0.8,2.7,1.09,-26.6,-9.1,-4.3,10.0,1.06,-5.8
CC(C)CN1CCC(=O)N([C@H](CSc2ccc(Br)cc2)Cc2ccccc2)CC1,-4.2,35.3,0.948,24.8,5.2,27.9,17.1,0.975,2.5
C/C(=N\Nc1ccccc1[N+](=O)[O-])c1ccccc1O,-0.8,10.8,0.861,-10.5,13.8,-1.3,20.6,0.844,15.6
COc1ccc(/C=C/C(=O)OCC(=O)Nc2ccc(Cl)c(S(=O)(=O)N(C)C)c2)cc1OC,-19.0,6.7,0.949,-9.0,5.1,4.1,-3.4,0.998,0.2
NC(N)=NS(=O)(=O)c1ccc(N/C=C\C(=O)c2ccncc2)cc1,13.1,15.0,0.985,7.6,1.5,4.4,10.4,1.19,-18.9
Cc1nn(CCC(=O)NNC(=S)Nc2ccccc2)c(C)c1Br,-2.5,9.2,0.937,0.7,6.3,12.7,30.0,0.983,1.7
SMILES,ATG4B inh,tim10-1 inh,mIAP act,Apaf1 inhib,mIAP block,TIM10 inh,NLRP3 yeast inh,hIAP activ,hIAP inh
CNC(=S)N/N=C/c1ccc(-c2ccc(Cl)c([N+](=O)[O-])c2)o1,-10.1,7.2,0.812,16.0,18.8,3.2,21.6,0.803,19.7
CCc1nnc(N/N=C/c2c(F)cccc2Cl)n1N,12.4,-1.8,0.961,0.5,3.9,3.2,16.4,1.14,-13.9
CCOC(=O)Cc1csc(NC(=O)CCCc2ccccc2)n1,-1.6,12.7,1.06,9.7,-6.5,1.7,0.9,1.05,-5.2
Cc1ccc(-n2nc3c(=O)n(CC(=O)NCc4ccccn4)nc(C)c3c2C)cc1,1.4,9.8,1.04,3.7,-4.4,-3.8,-6.2,0.828,17.2
COc1cc(C(=O)NCCCN2CCCC2=O)cc(OC)c1OC,19.4,-0.4,0.969,2.0,3.1,14.3,0.3,1.3,-29.7
COc1ccc(CCNC(=O)C2Cc3ccccc3C(=O)O2)cc1 (centres undefined),-11.6,4.9,0.976,-25.8,2.4,16.2,-8.4,1.03,-3.4
CN(C)CCNC(=O)c1ccc(CS(=O)(=O)c2ccc(Br)cc2)o1,9.6,1.2,0.922,2.6,7.8,2.6,17.9,1,-0.3
COC(=O)c1ccc(CNC(=O)C(NC(=O)c2ccco2)C(C)C)cc1 (centres undefined),-2.6,-11.6,0.98,-0.4,2.0,4.8,22.1,1.01,-1.3
COc1cc(OC)cc(C(=O)NCC(=O)N2CC=C(c3ccccc3)CC2)c1,-3.2,9.0,1.13,14.3,-13.0,-10.0,30.8,1.07,-7.4
CC(NC(=O)c1ccc(F)cc1)C(c1cccs1)N1CCN(C)CC1 (centres undefined),8.0,-0.5,1.03,-11.7,-2.6,-7.2,5.4,1.09,-8.6

# Source: PubChem BioAssay (Sanford-Burnham Center for Chemical Genomics)
